Bioassay records as filed in PubChem.
Mito fusion yeast: blocks mitochondrial division or promotes mitochondrial fusion; 0.23% of 320,000 active; S. cerevisiae fusion-defective mutant growth rescue, CellTiterGlo 48 h; Potency, µM (series often up to 46.1 µM), for inactives: at the highest dose growth rescue (activation), hits mostly activators;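 note: potency is the fitted concentration of half-maximal effect; % of control where 0% means no effect; nearly all actives have a fitted effect of over 45% in size; temperature-sensitive fusion mutants such as fzo1-1 at 37 °C on non-fermentable ethanol glycerol medium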
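S. cerevisiae fusion-defective temperature-sensitive mutants (e.g. fzo1-1, mgm1-5) grown 48 h at 37C in YPEG (ethanol/glycerol non-fermentable) medium with 23 nl compound per well; growth rescue read as CellTiterGlo luminescence.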
KCNH2 WT inh: KCNH2 (human, wildtype) channel inhibition. 0.37% of 340,000 active. U2OS, BacMam KCNH2, thallium flux FluxOr; hits give low values. activity change, % at 1.84 µM. Q12809;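 active = maximum activity change below -70%; inconclusive = maximum activity change between -70% and -50%; inactive = maximum activity change above -50%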; note: % is set by controls: 0 for no effect and ±100 for the full control effect
Target sequence (Q12809 whole entry, looked up): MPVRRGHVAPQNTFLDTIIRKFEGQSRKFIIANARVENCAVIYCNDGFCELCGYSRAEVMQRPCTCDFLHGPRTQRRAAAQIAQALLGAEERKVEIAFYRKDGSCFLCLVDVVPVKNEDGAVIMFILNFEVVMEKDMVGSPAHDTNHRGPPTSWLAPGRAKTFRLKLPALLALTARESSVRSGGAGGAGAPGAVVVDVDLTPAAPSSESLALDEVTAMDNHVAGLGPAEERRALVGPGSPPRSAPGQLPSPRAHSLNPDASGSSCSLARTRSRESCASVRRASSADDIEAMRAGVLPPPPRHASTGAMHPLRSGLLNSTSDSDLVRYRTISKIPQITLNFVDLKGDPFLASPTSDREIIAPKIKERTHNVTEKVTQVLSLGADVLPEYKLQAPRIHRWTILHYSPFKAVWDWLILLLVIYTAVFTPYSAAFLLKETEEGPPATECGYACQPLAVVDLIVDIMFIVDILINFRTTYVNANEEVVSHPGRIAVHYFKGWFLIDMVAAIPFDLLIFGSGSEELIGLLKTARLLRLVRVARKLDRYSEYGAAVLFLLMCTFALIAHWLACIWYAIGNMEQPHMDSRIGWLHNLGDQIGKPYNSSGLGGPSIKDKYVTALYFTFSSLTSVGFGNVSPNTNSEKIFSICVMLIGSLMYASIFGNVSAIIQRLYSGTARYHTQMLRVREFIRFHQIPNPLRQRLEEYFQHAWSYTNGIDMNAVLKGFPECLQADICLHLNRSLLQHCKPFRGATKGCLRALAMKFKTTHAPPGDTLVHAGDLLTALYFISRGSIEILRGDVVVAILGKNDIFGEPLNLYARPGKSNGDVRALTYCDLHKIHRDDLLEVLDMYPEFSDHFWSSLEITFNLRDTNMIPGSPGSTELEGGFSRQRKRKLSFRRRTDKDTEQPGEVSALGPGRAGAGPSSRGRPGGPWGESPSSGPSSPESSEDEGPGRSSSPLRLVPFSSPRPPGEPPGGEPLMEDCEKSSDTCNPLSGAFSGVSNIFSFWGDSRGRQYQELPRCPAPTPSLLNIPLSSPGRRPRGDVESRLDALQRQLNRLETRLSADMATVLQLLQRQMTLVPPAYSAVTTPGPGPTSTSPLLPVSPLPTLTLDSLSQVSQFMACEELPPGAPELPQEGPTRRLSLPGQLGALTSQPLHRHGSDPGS
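U2OS cells were transduced with wild-type KCNH2 virus (2.03 x 10^8 / mL) for 4 h at room temperature, then cultured overnight at 37 C. Thallium flux was read with FluxOr dye. Rate constants were normalized to DMSO controls.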
Eya2 inh: Eya2 (human) phosphatase inhibition | Potency, µM (doses to about 76.9 µM), inactives show at the top dose activity, negative = inhibition, hits mostly inhibitors | 0.006% of 330,000 active | AID 488837 | recombinant Eya2, OMFP fluorescence dephosphorylation (OMFP is methylfluorescein phosphate); note: potency is the fitted concentration of half-maximal effect; % is set by controls: 0 for no effect and ±100 for the full control effect
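Eya2 (0.2 uM) preincubated 10 min at ambient with compound, then OMFP substrate added at 50 uM; 10 min reaction in 50 mM HEPES pH 7.5, 50 mM NaCl, 5 uM MgCl2, 0.05% BSA, 1 mM DTT. Fluorescence read at Ex 485/Em 525 nm.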
KCNH2 3.1 inh: KCNH2 3.1 (human) potassium channel inhibition; activity change, % (tested at about 1.8 µM); 0.95% of 340,000 active; U2OS KCNH2 3.1, thallium flux FluxOr; hits give low values;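 active = maximum activity change below -70%; inconclusive = maximum activity change from -70% to -50%; inactive = maximum activity change above -50%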;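 note: thallium influx rate constant from kinetic fluorescence after stimulation buffer; % is set by controls: 0 for no effect and ±100 for the full control effect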
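Virally transduced U2OS (3.1 isoform, 4 h infection in dark at RT) → overnight 37 C → FluxOr + Red40 in HBSS/HEPES, 45 min → stimulation buffer, 2 min kinetic read → rate constant vs DMSO controls.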
ELG1 repair inh: ELG1-dependent DNA repair inhibition; HEK293T ELG1-luciferase reporter, luminescence, 16 h; DNA damage induced by 5-fluorouridine; Potency, µM (highest dose often 46.1 µM), for the others: at the highest dose activity change, negative = inhibition, usual class: inhibitors; 2.3% of 330,000 active; AID 504467; note: potency is the fitted concentration of half-maximal effect; % is set by controls: 0 for no effect and ±100 for the full control effect; nearly all actives have a fitted effect of over 55% in size
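HEK293T cells expressing luciferase-tagged ELG1 (2,000/well) received 5-Fluorouridine plus compound or DMSO for 16 hr at 37 °C. Luciferase was read by ONE-Glo luminescence after 30 min at room temperature.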
TSHR antagonist: human thyrotropin receptor antagonism | P16473 | TSHR-expressing cells, TSH-stimulated cAMP HTRF, 2 h; hits give low values | activity change, negative = inhibition, % at 11.5 µM | 0.2% of 330,000 active;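 active = activity change below a set negative limit, meaning inhibition stronger than a set level, cut at about -70% in these data; inconclusive = activity change between two set negative limits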; note: % is set by controls: 0 for no effect and ±100 for the full control effect
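Competitive HTRF cAMP read-out (cryptate anti-cAMP antibody, cAMP-d2; 30 min, room temperature) in freshly harvested TSHR cells. Compounds added before TSH at EC80 (4nM final), followed by 2 hours' incubation at 37 deg C.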
AT treatment: potential ataxia-telangiectasia treatments restoring KAP-1 phosphorylation. […] A-T fibroblasts, KAP-1 phosphorylation AlphaLISA; neocarzinostatin DNA damage 30 min before lysis. Potency, µM (top dose mostly 57.5 µM), for inactives: top-dose activation, usual class: activators. 0.19% of 320,000 active. AID 485349; note: potency is the fitted concentration of half-maximal effect; % of control where 0% means no effect; nearly all actives have a fitted effect of over 45% in size
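hTERT-immortalized A-T patient fibroblasts ([…]), 500 cells/well in OPTI-MEM, 1% FBS, got compounds for 60 min, then NCS for 30 min at 37C. Lysates were then assayed for phospho-KAP-1 by AlphaLISA (anti-pKAP1 donor, anti-KAP1 acceptor beads), 6 hr at 25C.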
USP2a inh: blocks human ubiquitin-specific protease USP2a. O75604. USP2 core, Ub-CHOP2 coupled fluorogenic reporter, 485/531. Potency, µM (top dose mostly 38.3 µM), inactives show at the top dose activity change, negative = inhibition, hits mostly inhibitors. 0.01% of 330,000 active;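 note: potency is the fitted concentration of half-maximal effect; plate controls were DMSO wells for no effect and full inhibition by NEM control for full effect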
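Cell-free coupled assay: 10nM USP2 core preincubated 30min RT with compound in Tris-HCl pH 8.0/CaCl2/CHAPS buffer, then 25nM Ub-CHOP2 and 25nM reporter substrate; fluorescence (Ex 485/Em 531) read after 60min RT, normalized to NEM inhibition, concentration-response curves fitted.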
TCR act: activators of T cell receptors; AID 504894; primary human leukocytes, anti-CD3, IL-2 HTRF, 48 h; 330,000 tested, under 10 active; Potency, µM (highest dose often 9.22 µM), for the others: top-dose activation of IL-2 secretion, hits mostly activators; note: % of control where 0% means no effect
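48 hr co-incubation of compounds, a-CD3 beads and primary human leukocytes; IL-2 quantified homogeneously by HTRF with anti-IL-2 K and d2 conjugates.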
TRPV1 ag: human TRPV1 agonism. activation, % at 8.33 µM. 0.19% of 320,000 active. TRPV1-expressing cells, Fluo-8 calcium influx, agonist mode. Q8NER1; in the data active = activation above about 80%; inconclusive = between about 30% and that limit; note: 0% is about no effect
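Fluo-8 calcium influx in TRPV1-expressing cells, kinetic read (ex 480/em 520 nm). Compound added and read 3 min for agonist activity, followed by capsaicin at EC20 final and 2 min further read for enhancement.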
The depositor's hits bear a star; i = inactive; ? = inconclusive; . = not tested or not shown; [ ] = remark or other dose. Unless noted, calls come from the whole dose curve; as a rule, active = well fitted curve in the direction sought with a large enough effect; inconclusive = small, poorly fitted or top-dose-only effect, or another doubt; inactive = no such curve, though single readings can be large; an effect the other way counts as inactive or inconclusive.

Molecule	Mito fusion yeast	KCNH2 WT inh	Eya2 inh	KCNH2 3.1 inh	ELG1 repair inh	TSHR antagonist	AT treatment	USP2a inh	TCR act	TRPV1 ag
Nc1ccc(-c2nc3c(ccc4ccccc43)[nH]2)cc1	-6%	0	?	26	?	-11	1%	-1%	-4%	?
CC(C)(C)c1ccc(OCC(=O)Nc2ccc3c4c(cccc24)C(=O)NC3=O)cc1	-2%	.	12%	17	4%	2	-2%	8%	5%	0
O=C(CN(c1ccccc1)S(=O)(=O)c1ccc(F)cc1)NCc1cccs1	-1%	-10	-1%	2	0%	1	2%	3%	-1%	7
COc1ccc(CNC(=O)COC(=O)c2ccccc2OCC(=O)Nc2ccc(SC(F)F)cc2)cc1	-13%	0	-10%	5	2%	-2	5%	3%	-8%	6
CCCCNC(=S)N(Cc1ccco1)Cc1cc2cc3c(cc2[nH]c1=O)OCCO3	3%	23	-12%	-6	15µM*	-18	-9%	-1%	4%	20
COC(=O)c1cc2c(C(F)(F)F)nn(C)c2s1	1%	-8	-1%	5	1%	6	-1%	0%	2%	0
C=CCC(O)(CC=C)CNC(=O)C1CCC(=O)N(CCCc2ccccc2)C1 (stereo not drawn)	-2%	-7	8%	4	-15%	-5	2%	0%	-4%	-1
O=C(Cn1ncc(Cl)c(Cl)c1=O)N1CCOCC1	-4%	2	12%	-9	?	8	-3%	0%	-31%	3
Cc1ccc(NC(=O)CSc2nc(=O)n(CCN3CCOCC3)c3c2CCCC3)cc1	-5%	3	-1%	-5	0%	-7	5%	1%	3%	6
COc1cc(/C=C(\C#N)C(=O)N2CCc3ccccc32)ccc1O	-4%	3	1%	9	11%	6	-7%	1%	2%	8
O=S(=O)(NCC(c1cccnc1)N1CCOCC1)c1cccs1 (stereo not drawn)	-4%	-3	-14%	4	4%	-2	-3%	-2%	-3%[46.1 µM]	0
O=C(NC(=S)N1CCOCC1)C12CC3CCC(CC(C3)C1)C2	1%	-4	12%	-8	5%	2	-4%	4%	7%[46.1 µM]	7

9 compounds out of the list, ordered by heavy-atom count, low to high.
Molecule	Mito fusion yeast	KCNH2 WT inh	Eya2 inh	KCNH2 3.1 inh	ELG1 repair inh	TSHR antagonist	AT treatment	USP2a inh	TCR act	TRPV1 ag
COC(=O)c1cc2c(C(F)(F)F)nn(C)c2s1	1%	-8	-1%	5	1%	6	-1%	0%	2%	0
O=C(Cn1ncc(Cl)c(Cl)c1=O)N1CCOCC1	-4%	2	12%	-9	?	8	-3%	0%	-31%	3
Nc1ccc(-c2nc3c(ccc4ccccc43)[nH]2)cc1	-6%	0	?	26	?	-11	1%	-1%	-4%	?
O=S(=O)(NCC(c1cccnc1)N1CCOCC1)c1cccs1 (stereo not drawn)	-4%	-3	-14%	4	4%	-2	-3%	-2%	-3%[46.1 µM]	0
COc1cc(/C=C(\C#N)C(=O)N2CCc3ccccc32)ccc1O	-4%	3	1%	9	11%	6	-7%	1%	2%	8
O=C(CN(c1ccccc1)S(=O)(=O)c1ccc(F)cc1)NCc1cccs1	-1%	-10	-1%	2	0%	1	2%	3%	-1%	7
CCCCNC(=S)N(Cc1ccco1)Cc1cc2cc3c(cc2[nH]c1=O)OCCO3	3%	23	-12%	-6	15µM*	-18	-9%	-1%	4%	20
Cc1ccc(NC(=O)CSc2nc(=O)n(CCN3CCOCC3)c3c2CCCC3)cc1	-5%	3	-1%	-5	0%	-7	5%	1%	3%	6
COc1ccc(CNC(=O)COC(=O)c2ccccc2OCC(=O)Nc2ccc(SC(F)F)cc2)cc1	-13%	0	-10%	5	2%	-2	5%	3%	-8%	6

Following part.
Molecule	Mito fusion yeast	KCNH2 WT inh	Eya2 inh	KCNH2 3.1 inh	ELG1 repair inh	TSHR antagonist	AT treatment	USP2a inh	TCR act	TRPV1 ag
Cc1ccc(S(=O)(=O)Nc2ccc(O)c3ncccc23)cc1	-1%	-10	3%	-8	3.3µM*	12	-6%	-1%	1%	4
CC(=O)Nc1cc(N2C(=O)CCC2=O)ccc1Cl	-16%	-3	9%	5	13%	1	0%	5%	10%[46.1 µM]	0
Cc1ccc(OCc2nnnn2-c2ccccc2)cc1	-5%	13	-8%	-14	6%	-5	3%	2%	5%[46.1 µM]	12
Cc1ccc(NCc2ccc(O)c3ncccc23)cc1C	15%	i	-7%	3	18%	22	6%	2%	11%	-5
O=C(Nc1ccc(F)cc1)N(Cc1cccs1)Cc1cc2cc3c(cc2[nH]c1=O)OCO3	-1%	-6	8%	-9	18µM*	-16	1%	-1%	1%[46.1 µM]	-1
CC(C)(C)NC(=O)CN(C(=O)CSc1nnc(COc2ccccc2)o1)c1cccc(F)c1	-2%	-5	-25%	-4	14%	5	0%	1%	-14%	1
CCC1Oc2ccc(C)cc2N(CC(=O)N(Cc2cccnc2)Cc2ccc(C)o2)C1=O (stereo not drawn)	7%	-4	4%	-4	-29%	-12	2%	3%	2%	?
Clc1ccccc1OCCN1CCCCC1	-3%	3	-34%	3	-1%	12	-6%	-1%	-14%	3
O=C(NCc1ccccc1)C(c1ccco1)N(C(=O)c1csnn1)c1ccccc1F (stereo not drawn)	5%	-8	-17%	-11	0%	14	-1%	0%	10%	1
FC(F)(F)c1cnc(C(c2ccccn2)c2ncn[nH]2)c(Cl)c1 (stereo not drawn)	2%	-1	-2%	10	26µM*	13	2%	0%	-2%	-1
CC(C)N(C(=S)NC1CCCCC1)c1ccccc1	4%	.	8%	.	23%	-2	2%	2%	.	5
CC(NC(=O)CN(Cc1ccccc1)S(=O)(=O)c1ccccc1)c1cccnc1 (stereo not drawn)	1%	-6	16%	-11	-2%	4	1%	1%	3%	12

(continued)
Every second line gives: Mito fusion yeast, KCNH2 WT inh, Eya2 inh, KCNH2 3.1 inh, ELG1 repair inh, TSHR antagonist, AT treatment, USP2a inh, TCR act, TRPV1 ag
COc1ccc(C(=O)/C=C/c2ccccc2F)c(OC(=O)c2ccc([N+](=O)[O-])cc2)c1
→ -3%, -12, 6%, -29, ?, -16, 7%, 3%, 3%, ?
CCc1ccc(-n2c(O)cnc2Nc2nc(C)cc(C)n2)cc1
→ 3%, -5, 11%, -1, -1%, -2, 4%, -2%, 2%, 1
O=C(Oc1ccc([N+](=O)[O-])cc1)c1ccc2ccccc2n1
→ -1%, -1, 1%, 6, 23%, -4, -9%, 1%, -21%, -4
COc1ccccc1NC(=O)CSc1nnc(NC(=O)c2ccco2)s1
→ 4%, -12, 3%, 3, 28%, 5, 6%, -1%, 7%, 4
O=C(Cc1c(F)cccc1Cl)Nc1ccccc1-c1ccccc1
→ 19%, 1, 13%, -4, 8%, -14, 11%, 1%, -2%, 16
CCCNC(=O)Cn1c(=O)oc2cc(S(=O)(=O)N3CCCC3)ccc21
→ -1%, -2, 3%, -3, 6%, 36, -4%, 2%, 2%, 0
O=C(Nc1cccc(Cl)c1)NC1CC2CCC1C2 (stereo not drawn)
→ -5%, 7, -11%, 11, ?, -3, 8%, -4%, 6%, ?
COc1ccc2nc(NC(=O)CSc3nc(C)cc(C)n3)sc2c1
→ -1%, 7, 25%, -1, ?, -8, -4%, 2%, -1%, 4
Cc1cc(Cl)ccc1NNC(=O)c1c(C)noc1C
→ -1%, -2, -4%, 19, -3%, 3, 0%, 0%, -10%, 0
COCCN(C(=O)COC(=O)c1ccc(C=O)cc1)c1c(N)n(Cc2ccccc2)c(=O)[nH]c1=O
→ 1%, 0, -5%, -9, 15%, -5, -2%, 4%, 4%, 2
COc1ccc(N2CC(C(=O)Nc3ccc4c(c3)OCO4)CC2=O)cc1 (stereo not drawn)
→ 4%, 8, 5%, -4, 9%, 4, 0%, -1%, -1%, ?
Nc1c(-c2cccc(Cl)c2)cnn1-c1ccccc1
→ 13%, -6, 1%, -88*, ?, -12, 6%, -2%, 0%, 24
O=C1C(=O)N(CCS(=O)(=O)c2ccccc2)c2ccccc21
→ 2%, -29, -16%, 12, 13%, 12, -14%, 1%, -4%, 1

An excerpt; count on the stated rates, not on these rows.
